TMEM16A act = activators or potentiators of mouse TMEM16A chloride channel | Q8BHY3 | HEK293 TMEM16A/YFP-H148Q/I152L, iodide quench fluorescence; active compounds read low | B-score at 10 µM | hit rate 0.3% among 340,000;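 active = fluorescence-ratio B-score plate-corrected deviation score at least 3 library SD below zero, with starting fluorescence score within 5 deviations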;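 note: channel opened by trigger with iodide after compound preincubation; score built on the fluorescence ratio of max minus min over baseline; more negative score means more quench and so TMEM16A activation or potentiation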
ANO1 block = inhibitors of mouse TMEM16A calcium-activated chloride channel; normalized B-score (activity score, 25-100; higher = stronger inhibition) at 10 µM; AID 588511; Q8BHY3; hit rate 1.2% among 310,000; HEK293 TMEM16A/YFP iodide influx fluorescence, ionomycin;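 active = ratio plate-corrected score three or more library SD toward inhibition, starting fluorescence score within five deviations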;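 note: score derived from kinetic fluorescence span divided by baseline fluorescence per well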
KCNQ1 act = human KCNQ1 channel potentiation or activation | P51787 | CHO-K1 KCNQ1, thallium flux FluxOR fluorescence; active compounds read high | B-score at 10 µM | hit rate 0.35% among 310,000;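 active = fluorescence ratio B-score, a plate-corrected score, at least three library SD, with initial intensity B-score within 5 SD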
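Schedule – 37 °C overnight plating, 90-min dark dye load, 20-min compound pretreatment · System – stable KCNQ1 CHO-K1 line · Probe or stimulus – thallium- and potassium-containing depolarizing buffer · Measured by – kinetic FluxOR fluorescence, 10 s baseline plus 110 s post-stimulus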
HDAC3 inhib = human HDAC3 inhibition; O15379; recombinant HDAC3, fluorogenic peptide/trypsin coupled, fluorescence; AID 2718; hit rate 0.15% among 320,000; inhibition, % at 8.3 µM; in the data active = inhibition above about 26%, passing the limit was not always enough
Target sequence (O15379 whole entry, looked up): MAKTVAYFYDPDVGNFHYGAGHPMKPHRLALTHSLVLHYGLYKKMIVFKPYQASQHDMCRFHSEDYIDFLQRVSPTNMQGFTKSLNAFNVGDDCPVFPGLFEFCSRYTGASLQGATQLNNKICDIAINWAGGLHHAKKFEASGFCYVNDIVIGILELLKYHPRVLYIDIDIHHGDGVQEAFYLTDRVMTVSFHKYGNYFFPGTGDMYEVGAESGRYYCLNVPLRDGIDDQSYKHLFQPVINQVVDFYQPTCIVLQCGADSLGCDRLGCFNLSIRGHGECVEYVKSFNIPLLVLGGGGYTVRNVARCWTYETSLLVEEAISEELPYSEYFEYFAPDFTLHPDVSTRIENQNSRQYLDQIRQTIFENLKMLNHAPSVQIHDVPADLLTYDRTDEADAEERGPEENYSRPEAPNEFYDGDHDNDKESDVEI
KCNQ1 block = blocks the human KCNQ1 potassium channel. P51787. CHO-K1 KCNQ1, FluxOR thallium flux fluorescence; active compounds read high. B-score at 10 µM. hit rate 1.3% among 310,000;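 active = compounds whose thallium flux B-score, printed positive for inhibition, exceeds three library SD while starting fluorescence stays within three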;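 note: channel opened by potassium depolarization with thallium stimulus after 20 min compound exposure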
RGS4 inh = inhibitors of human RGS4 | HEK293 M3R/RGS4 inducible, Fluo-4 calcium flux; active compounds read high; triggered by carbachol at its EC20 | P49798 | AID 463165 | hit rate 0.45% among 310,000 | B-score at 10 µM;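 active = B-score, a plate-corrected calcium signal, over three deviations above library mean, with baseline fluorescence within five deviations of library mean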;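 note: RGS4 expression induced by doxycycline in cells with stable M3 receptor; B-score is computed from the integrated fluorescence ratio over baseline after carbachol; higher B-score means a larger calcium signal and so more RGS4 inhibition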
Target sequence (P49798 whole entry, looked up): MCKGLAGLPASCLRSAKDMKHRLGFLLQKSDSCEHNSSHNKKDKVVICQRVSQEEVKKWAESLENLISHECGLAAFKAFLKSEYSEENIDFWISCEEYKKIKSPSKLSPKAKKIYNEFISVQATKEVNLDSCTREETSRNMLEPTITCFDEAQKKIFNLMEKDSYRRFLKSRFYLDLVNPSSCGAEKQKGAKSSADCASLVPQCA
SKKanGAS inh = SKKanGAS growth inhibition; S. pyogenes SKKanGAS, kanamycin growth, BacTiter-Glo, 6 h; inhibition, % at 7.5 µM; hit rate 1.3% among 300,000;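 active = mean replicate score, as percent of positive control median, at least 50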;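 note: strain carries kanamycin resistance gene driven by streptokinase promoter and grows in 40 µg/ml kanamycin; loss of luminescence reflects streptokinase promoter inhibition or plain growth inhibition; 0% = median of DMSO wells and 100% = positive control at its reference dose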
KCNK3 block = human KCNK3 channel inhibition, primary screen. CHO-KCNK3 thallium flux, FluxOR fluorescence; active compounds read low. O14649. hit rate 0.84% among 340,000. B-score at 10 µM;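 active = B-score under library mean minus 4 SD, starting fluorescence ratio at most library mean plus 5 SD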;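 note: more negative B-score means stronger inhibition of thallium flux through KCNK3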
RGS4 pot = RGS4 potentiation or activation. AID 463111. hit rate 0.92% among 310,000. B-score at 10 µM. HEK293 M3R/inducible RGS4, carbachol calcium flux Fluo4; active compounds read low;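 active = B-score of the integrated calcium signal more than 4 SD below the library mean, with starting fluorescence not abnormally high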;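 note: negative B-score means reduced calcium response which marks RGS4 activation or potentiation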
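Detection: kinetic calcium fluorescence imaging with Fluo4-AM dye, 2 µM / Material: HEK293 cells with stable M3R and inducible RGS4 / Schedule: recording 10 s baseline at 1 Hz, 100 s post-agonist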
KCNK9 inh = blocks the human KCNK9 two-pore domain potassium channel. B-score at 10 µM. HEK293 KCNK9, FluxOR thallium flux fluorescence; active compounds read low. AID 488922. Q9NPC2. hit rate 1.2% among 310,000;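 active = ratio B-score over 3 SD below the library mean, with starting fluorescence within 5 SD of its mean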;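 note: negative B-score means less thallium flux so channel inhibition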
Target sequence (Q9NPC2 whole entry, looked up, the tested form may be a part): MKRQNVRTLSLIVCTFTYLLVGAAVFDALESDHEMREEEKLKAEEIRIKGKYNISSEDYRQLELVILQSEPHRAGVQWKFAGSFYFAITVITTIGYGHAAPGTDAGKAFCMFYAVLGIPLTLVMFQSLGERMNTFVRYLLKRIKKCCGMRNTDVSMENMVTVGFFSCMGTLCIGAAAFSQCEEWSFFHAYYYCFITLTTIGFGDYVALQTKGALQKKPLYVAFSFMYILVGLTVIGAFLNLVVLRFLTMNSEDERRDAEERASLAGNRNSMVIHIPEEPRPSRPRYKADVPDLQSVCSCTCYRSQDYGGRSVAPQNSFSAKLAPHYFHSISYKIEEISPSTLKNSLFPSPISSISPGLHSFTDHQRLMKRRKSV
hERG protect = compounds protecting human hERG from proarrhythmic drug block. Q12809. activation (rescue from dofetilide block), less the hit threshold, % at 10 µM. hit rate 0.51% among 310,000. AID 1511. CHO-hERG, FluxOR thallium flux, dofetilide IC70 present;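 active = activation above the mean of controls blocked by dofetilide plus 5 SD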;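 note: thallium influx through hERG after potassium depolarization seen as dye fluorescence rise; in these data hits start at about 4.7%; inactives centre near -7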
* hit, by the source's call. An unsorted share of the library. Share with any hit: about 6.3%.

Screening CCP(=O)(CC)c1cccc(N)c1 returned TMEM16A act inactive, ANO1 block inactive, KCNQ1 act inactive, HDAC3 inhib -2, KCNQ1 block inactive, RGS4 inh inactive, SKKanGAS inh -10, KCNK3 block inactive, RGS4 pot inactive, KCNK9 inh inactive and hERG protect -2.
`COc1ccc(-c2nc(N3CCCCCC3)sc2C(=O)c2ccccc2)cc1` gave TMEM16A act inactive, ANO1 block inactive, KCNQ1 act inactive, HDAC3 inhib 2, KCNQ1 block 7*, RGS4 inh inactive, SKKanGAS inh 2, KCNK3 block inactive, RGS4 pot inactive, KCNK9 inh inactive and hERG protect -16.
Screening CC1Cc2ccccc2N1C(=S)NC1CCCC1 (configuration not stated) returned TMEM16A act inactive, ANO1 block inactive, KCNQ1 act inactive, HDAC3 inhib 1, KCNQ1 block inactive, RGS4 inh inactive, SKKanGAS inh 3, KCNK3 block inactive, RGS4 pot inactive, KCNK9 inh inactive and hERG protect -13.
Screening CCOC(=O)c1c(N=CN(C)C)c(C#N)n2c1CCC2 returned TMEM16A act inactive, ANO1 block inactive, KCNQ1 act inactive, HDAC3 inhib -4, KCNQ1 block inactive, RGS4 inh inactive, SKKanGAS inh -4, KCNK3 block inactive, RGS4 pot inactive, KCNK9 inh inactive and hERG protect -3.
CCNc1c(NS(=O)(=O)c2ccc(C3CCCCC3)cc2)c(=O)oc2ccccc12 was read as TMEM16A act inactive, ANO1 block inactive, KCNQ1 act inactive, HDAC3 inhib 10, KCNQ1 block inactive, RGS4 inh inactive, SKKanGAS inh 2, KCNK3 block inactive, RGS4 pot inactive, KCNK9 inh inactive and hERG protect -7.
For CCC1CCCCN1C(=O)CSc1nc2ncccc2[nH]1 (configuration not stated) the results were TMEM16A act inactive, ANO1 block inactive, KCNQ1 act inactive, HDAC3 inhib -3, KCNQ1 block inactive, RGS4 inh inactive, SKKanGAS inh -1, KCNK3 block inactive, RGS4 pot inactive, KCNK9 inh inactive and hERG protect -6.
`O=C(/C=C/c1ccc(Cl)cc1)N1CCN(c2c(Cl)cccc2[N+](=O)[O-])CC1` gave TMEM16A act inactive, ANO1 block inactive, KCNQ1 act inactive, KCNQ1 block inactive, RGS4 inh inactive, SKKanGAS inh 17, KCNK3 block inactive, RGS4 pot inactive, KCNK9 inh inactive and hERG protect -8.
`CCCC(C)C(=O)Nc1cc([N+](=O)[O-])ccc1Cl` (configuration not stated) gave TMEM16A act inactive, ANO1 block inactive, KCNQ1 act inactive, HDAC3 inhib 6, KCNQ1 block inactive, RGS4 inh inactive, SKKanGAS inh 5, KCNK3 block inactive, RGS4 pot inactive, KCNK9 inh inactive and hERG protect -5.
COC(=O)C1C(O)=C(C=NCc2ccccc2)C(=O)CC1(C)C (configuration not stated) was read as TMEM16A act inactive, ANO1 block inactive, KCNQ1 act inactive, HDAC3 inhib 1, KCNQ1 block inactive, RGS4 inh inactive, SKKanGAS inh -9, KCNK3 block inactive, RGS4 pot inactive, KCNK9 inh inactive and hERG protect -10.
`CCN(CC)S(=O)(=O)c1cccc(-c2nnc(SCC(=O)c3ccc(Cl)s3)n2C)c1` gave TMEM16A act inactive, ANO1 block inactive, KCNQ1 act inactive, HDAC3 inhib 0, KCNQ1 block inactive, RGS4 inh inactive, SKKanGAS inh -1, KCNK3 block inactive, RGS4 pot inactive, KCNK9 inh inactive and hERG protect -4.
For Cc1nn2c(N)c(C#N)cnc2c1-c1ccc(Cl)cc1 the results were TMEM16A act inactive, ANO1 block inactive, KCNQ1 act inactive, HDAC3 inhib 2, KCNQ1 block inactive, RGS4 inh inactive, SKKanGAS inh -4, KCNK3 block inactive, RGS4 pot inactive, KCNK9 inh inactive and hERG protect 0.
Screening O=C(COc1ccc(F)cc1Cl)Nc1ccc(N2CCOCC2)cc1N1CCOCC1 returned TMEM16A act inactive, ANO1 block inactive, KCNQ1 act inactive, HDAC3 inhib -5, KCNQ1 block inactive, RGS4 inh inactive, SKKanGAS inh -9, KCNK3 block inactive, RGS4 pot inactive, KCNK9 inh inactive and hERG protect -10.
Screening Cn1cnnc1SCC(=O)NC1CCCN(Cc2ccc(Cl)cc2)C1 (configuration not stated) returned TMEM16A act inactive, ANO1 block inactive, KCNQ1 act inactive, HDAC3 inhib 8, KCNQ1 block inactive, RGS4 inh inactive, SKKanGAS inh -2, KCNK3 block inactive, RGS4 pot inactive, KCNK9 inh inactive and hERG protect -8.
For COc1ccc(OC)c(S(=O)(=O)NCC2CCCO2)c1 (configuration not stated) the results were TMEM16A act inactive, ANO1 block inactive, KCNQ1 act inactive, HDAC3 inhib -4, KCNQ1 block inactive, RGS4 inh inactive, SKKanGAS inh -4, KCNK3 block inactive, RGS4 pot inactive, KCNK9 inh inactive and hERG protect -6.
CCCc1cc(=O)[nH]c(SCC(=O)Nc2ccc([N+](=O)[O-])cc2C#N)n1 was read as TMEM16A act inactive, ANO1 block inactive, KCNQ1 act inactive, KCNQ1 block inactive, RGS4 inh inactive, SKKanGAS inh -9, KCNK3 block inactive, RGS4 pot inactive, KCNK9 inh inactive and hERG protect -9.
Screening CCc1nnc(NC(=O)c2cc(Cl)ccn2)s1 returned TMEM16A act inactive, ANO1 block inactive, KCNQ1 act inactive, HDAC3 inhib 7, KCNQ1 block inactive, RGS4 inh inactive, SKKanGAS inh 3, KCNK3 block inactive, RGS4 pot inactive, KCNK9 inh inactive and hERG protect -1.
`CCc1ccc(NC(=O)C(=O)NCC2CCCN2S(=O)(=O)c2ccccc2)cc1` (configuration not stated) gave TMEM16A act inactive, ANO1 block inactive, KCNQ1 act inactive, HDAC3 inhib 4, KCNQ1 block inactive, RGS4 inh inactive, SKKanGAS inh 1, KCNK3 block inactive, RGS4 pot inactive, KCNK9 inh inactive and hERG protect -17.
For COc1cc(NC(=O)C2CCN(S(=O)(=O)c3cccnc3)CC2)cc(OC)c1OC the results were TMEM16A act inactive, ANO1 block inactive, KCNQ1 act inactive, HDAC3 inhib 1, KCNQ1 block inactive, RGS4 inh inactive, SKKanGAS inh -4, KCNK3 block inactive, RGS4 pot inactive, KCNK9 inh inactive and hERG protect -7.
For O=C(O)Cn1nnc2ccccc21 the results were TMEM16A act inactive, ANO1 block inactive, KCNQ1 act inactive, KCNQ1 block inactive, RGS4 inh inactive, SKKanGAS inh -12, KCNK3 block inactive, RGS4 pot inactive, KCNK9 inh inactive and hERG protect -14.
Screening COc1cccc(CCNC(=O)c2ccc(OC)c(OC3CCN(C(C)C)CC3)c2)c1 returned TMEM16A act inactive, ANO1 block inactive, KCNQ1 act inactive, HDAC3 inhib -11, KCNQ1 block inactive, RGS4 inh inactive, SKKanGAS inh -5, KCNK3 block inactive, RGS4 pot inactive, KCNK9 inh inactive and hERG protect -12.
CSCC(=O)NC1CCCc2c1cnn2-c1ccc(C)c(C)c1 (configuration not stated) was read as TMEM16A act inactive, ANO1 block inactive, KCNQ1 act inactive, HDAC3 inhib -5, KCNQ1 block inactive, RGS4 inh inactive, SKKanGAS inh 0, KCNK3 block inactive, RGS4 pot inactive, KCNK9 inh inactive and hERG protect -2.
CC(=O)Nc1cnc(NC(=O)c2cccc(F)c2)cc1C was read as TMEM16A act inactive, ANO1 block inactive, KCNQ1 act inactive, HDAC3 inhib 4, KCNQ1 block inactive, RGS4 inh inactive, SKKanGAS inh 1, KCNK3 block inactive, RGS4 pot inactive, KCNK9 inh inactive and hERG protect -3.
O=c1cc(-c2ccccc2)oc2cc(O)cc(O)c12 was read as TMEM16A act inactive, ANO1 block inactive, KCNQ1 act inactive, HDAC3 inhib -3, KCNQ1 block inactive, RGS4 inh inactive, SKKanGAS inh -2, KCNK3 block inactive, RGS4 pot inactive, KCNK9 inh inactive and hERG protect -6.
For CN(c1ccccc1)S(=O)(=O)c1ccc(Cl)c(C(=O)OCC(N)=O)c1 the results were TMEM16A act inactive, ANO1 block inactive, KCNQ1 act inactive, HDAC3 inhib -1, KCNQ1 block inactive, RGS4 inh inactive, SKKanGAS inh -4, KCNK3 block inactive, RGS4 pot inactive, KCNK9 inh inactive and hERG protect -9.
For CCOC(=O)c1c(S(=O)(=O)NCCc2ccccc2)c(C)n(C)c1C the results were TMEM16A act inactive, ANO1 block inactive, KCNQ1 act inactive, HDAC3 inhib -10, KCNQ1 block inactive, RGS4 inh inactive, SKKanGAS inh 6, KCNK3 block inactive, RGS4 pot inactive, KCNK9 inh inactive and hERG protect -2.
For CC(C)(C)CC(C)(C)NCC(=O)Nc1c2c(nc3ccccc13)CCC2 the results were TMEM16A act inactive, ANO1 block inactive, KCNQ1 act inactive, HDAC3 inhib -1, KCNQ1 block inactive, RGS4 inh inactive, SKKanGAS inh 11, KCNK3 block inactive, RGS4 pot inactive, KCNK9 inh inactive and hERG protect -6.
For Cc1ccc(-c2ccc(=O)n(CCC(=O)NCc3ccccn3)n2)cc1 the results were TMEM16A act inactive, ANO1 block inactive, KCNQ1 act inactive, HDAC3 inhib -7, KCNQ1 block inactive, RGS4 inh inactive, SKKanGAS inh -16, KCNK3 block inactive, RGS4 pot inactive, KCNK9 inh inactive and hERG protect -5.
For Cc1ccc(N(CC(O)CN2CCOCC2)S(=O)(=O)c2ccc([N+](=O)[O-])cc2)cc1 (configuration not stated) the results were TMEM16A act inactive, ANO1 block inactive, KCNQ1 act inactive, HDAC3 inhib 0, KCNQ1 block inactive, RGS4 inh inactive, SKKanGAS inh -5, KCNK3 block inactive, RGS4 pot inactive, KCNK9 inh inactive and hERG protect -9.
O=S(=O)(c1ccc(Cl)cc1)N1CCC(n2cccc2)CC1 was read as TMEM16A act inactive, ANO1 block inactive, KCNQ1 act inactive, KCNQ1 block inactive, RGS4 inh inactive, SKKanGAS inh -1, KCNK3 block inactive, RGS4 pot inactive, KCNK9 inh inactive and hERG protect -7.
`Cc1ccc(N(C(=O)c2snc(C(N)=O)c2N)C(C(=O)NCC2CCCO2)c2ccc3ncccc3c2)cc1` (configuration not stated) gave TMEM16A act inactive, KCNQ1 act inactive, KCNQ1 block inactive, RGS4 inh inactive, SKKanGAS inh 10, KCNK3 block inactive, RGS4 pot inactive, KCNK9 inh inactive and hERG protect -15.

Bioassay records from PubChem BioAssay.
